hERG WT inh = blocks the wildtype human KCNH2 potassium channel | Q12809 | U2OS, BacMam KCNH2, thallium flux FluxOr; hits give low values | 340,000 compounds, 0.37% hits | AID 720551 | activity change, % at 1.84 µM;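 active means maximum activity change below -70%; inconclusive means maximum activity change between -70% and -50%; inactive means maximum activity change above -50%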
Target sequence (Q12809 whole entry, looked up): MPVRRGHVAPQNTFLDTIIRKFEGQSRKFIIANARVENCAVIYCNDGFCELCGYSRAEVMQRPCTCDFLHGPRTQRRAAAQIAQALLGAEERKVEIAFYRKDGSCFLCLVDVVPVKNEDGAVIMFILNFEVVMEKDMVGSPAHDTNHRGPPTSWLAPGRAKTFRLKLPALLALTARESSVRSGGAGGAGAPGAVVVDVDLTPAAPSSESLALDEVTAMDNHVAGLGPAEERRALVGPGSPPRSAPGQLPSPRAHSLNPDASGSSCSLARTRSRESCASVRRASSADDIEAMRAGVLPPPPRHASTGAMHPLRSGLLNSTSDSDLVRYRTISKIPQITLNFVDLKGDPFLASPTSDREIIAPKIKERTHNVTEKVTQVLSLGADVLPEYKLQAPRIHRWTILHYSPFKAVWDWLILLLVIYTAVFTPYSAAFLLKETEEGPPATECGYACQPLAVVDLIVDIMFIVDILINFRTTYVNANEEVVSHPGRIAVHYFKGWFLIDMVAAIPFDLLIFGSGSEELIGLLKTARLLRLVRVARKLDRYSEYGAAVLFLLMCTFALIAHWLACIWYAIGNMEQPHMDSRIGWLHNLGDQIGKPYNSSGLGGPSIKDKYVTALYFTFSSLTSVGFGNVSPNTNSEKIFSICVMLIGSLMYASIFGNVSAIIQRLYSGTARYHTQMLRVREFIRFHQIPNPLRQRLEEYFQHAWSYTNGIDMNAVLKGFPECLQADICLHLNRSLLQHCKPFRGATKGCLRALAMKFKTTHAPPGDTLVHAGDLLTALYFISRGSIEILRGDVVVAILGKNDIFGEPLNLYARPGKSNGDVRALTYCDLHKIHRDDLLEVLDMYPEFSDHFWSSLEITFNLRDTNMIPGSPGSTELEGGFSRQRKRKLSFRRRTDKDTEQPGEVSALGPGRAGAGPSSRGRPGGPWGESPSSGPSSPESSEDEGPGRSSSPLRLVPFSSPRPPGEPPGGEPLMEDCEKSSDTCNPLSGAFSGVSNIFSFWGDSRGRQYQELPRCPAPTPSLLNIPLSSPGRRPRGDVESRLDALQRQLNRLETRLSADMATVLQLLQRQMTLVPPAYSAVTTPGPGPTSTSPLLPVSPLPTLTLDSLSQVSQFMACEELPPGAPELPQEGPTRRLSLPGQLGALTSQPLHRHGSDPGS
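U2OS cells transduced with wild-type KCNH2 virus are loaded with FluxOr dye for 45 min, and thallium flux is measured in kinetic reads before and after stimulation buffer. Rate constants are normalized to DMSO controls.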
B2AR arrestin = recruits beta-arrestin to the human beta2-adrenergic receptor. 330,000 compounds, 0.02% hits. Potency, µM (top dose mostly 46.1 µM), for inactives: at the top dose activation, usual class: activators. beta-arrestin recruitment to beta2AR, cell-based reporter;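 further: potency means the concentration at half of the fitted maximal effect; 0% = DMSO controls and full agonism = EC100 isoproterenol or metaproterenol; nearly all actives have a fitted effect of over 65% in size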
BCR signal inh = chronic active BCR signaling inhibition | ABC-DLBCL IkBa-CBG/CBR reporter, luminescence ratio, 4 h | Potency, µM (highest dose often 46.1 µM), inactives show top-dose ratio change, negative = lower green/red ratio, usual class: inhibitors | 340,000 compounds, 0.05% hits; active means well fitted inhibition curve with a large enough effect in the signal ratio, with a control signal flat, not every such curve was filed as active; inconclusive means small, poorly fitted or top-dose-only effect, or effect the other way, or a change in a side signal; the % refers to the signal ratio;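 further: potency means the concentration at half of the fitted maximal effect; plate controls were basal doxycycline-induced cells for no effect and cells given 10 µM MG132 for full effect; MG132 reads +100%, hits lower the ratio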
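Compounds up to 46 uM were incubated four hours with TMD8 cells whose green CBG68 luciferase is fused to IkappaBalpha; red CBR luminescence normalised the signal, and concentration-effect curves were fitted to fusion, red and ratio data.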
Eya2 phos inh = blocks the phosphatase activity of human Eya2 | 330,000 compounds, 0.006% hits | O00167 | recombinant Eya2, OMFP fluorescence dephosphorylation (OMFP is methylfluorescein phosphate) | Potency, µM (doses to about 76.9 µM), for inactives: at the top dose activity, negative = inhibition, actives largely listed as inhibitors; further: potency means the concentration at half of the fitted maximal effect
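Eya2 (0.2 uM) preincubated 10 min at ambient with compound, then OMFP substrate added at 50 uM; 10 min reaction in 50 mM HEPES pH 7.5, 50 mM NaCl, 5 uM MgCl2, 0.05% BSA, 1 mM DTT. Fluorescence read at Ex 485/Em 525 nm.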
USP2a block = blocks human ubiquitin-specific protease USP2a. O75604. USP2 core, Ub-CHOP2 coupled fluorogenic reporter, 485/531. Potency, µM (top dose mostly 38.3 µM), inactives show top-dose activity change, negative = inhibition, hits mostly inhibitors. 330,000 compounds, 0.01% hits. AID 463254;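 further: potency means the concentration at half of the fitted maximal effect; plate controls were DMSO wells for no effect and full inhibition by NEM control for full effect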
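Cell-free coupled assay: 10nM USP2 core preincubated 30min RT with compound in Tris-HCl pH 8.0/CaCl2/CHAPS buffer, then 25nM Ub-CHOP2 and 25nM reporter substrate; fluorescence (Ex 485/Em 531) read after 60min RT, normalized to NEM inhibition, concentration-response curves fitted.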
KCNH2 3.1 block = KCNH2 3.1 (human) potassium channel inhibition; 340,000 compounds, 0.95% hits; activity change, % (tested at about 1.8 µM); U2OS KCNH2 3.1, thallium flux FluxOr; hits give low values;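 active means maximum activity change below -70%; inconclusive means maximum activity change from -70% to -50%; inactive means maximum activity change above -50%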;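 further: thallium influx rate constant from kinetic fluorescence after stimulation buffer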
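Virally transduced U2OS (3.1 isoform, 4 h infection in dark at RT) → overnight 37 C → FluxOr + Red40 in HBSS/HEPES, 45 min → stimulation buffer, 2 min kinetic read → rate constant vs DMSO controls.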
Coupling enz = coupling enzyme interference in Giardia aldolase counter-screen. activity change, negative = inhibition, % at 58.2 µM, hits read low. coupling enzyme system counterscreen, AmpLite Red fluorescence. 290,000 compounds, 0.67% hits; in the data active means activity change below about -30%
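Counterscreen of the coupled detection system alone, without aldolase: glyceraldehyde-3-phosphate coupling enzymes plus AmpLite Red readout. Compounds at 57.5 uM final, 10 min RT preincubation, 20 min RT reaction, fluorescence 525/598 nm.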
PKM2 activator = increases activity of human pyruvate kinase M2. P14618. purified PKM2, Kinase-Glo ATP luminescence, activation; response scale: 0% is enzyme alone, no compound. Potency, µM (series often up to 57.5 µM), without a hit: top-dose activation, hits mostly activators. 260,000 compounds, 0.34% hits. AID 1631; further: potency means the concentration at half of the fitted maximal effect; nearly all actives have a fitted effect of over 55% in size
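Kinase-Glo luminescence reports ATP generated from ADP (0.1 mM) and PEP (0.5 mM) by purified hPK-M2 after 1 h at room temperature, pH 7.2 imidazole buffer; intermediate enzyme activity allows detecting inhibitors and activators.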
GALK inhibitor = galactokinase (human) inhibition; P51570; 270,000 compounds, 0.007% hits; AID 1868; Purified GALK, Kinase-Glo residual ATP luminescence; Potency, µM (series often up to 57.5 µM), inactives show at the highest dose activity change, negative = inhibition, usual class: inhibitors; further: potency means the concentration at half of the fitted maximal effect
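Compounds were pin-transferred into ATP buffer (35 uM final), then GALK plus galactose (5 nM, 100 uM final) was added. After 1 h at room temperature, Kinase-Glo Plus was added and luminescence read after 10 min.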
uPA generation = inhibitors of cell surface uPA generation. 330,000 compounds, 0.31% hits. cell surface uPA generation assay, qHTS. Potency, µM (highest dose often 38.3 µM), for inactives: at the highest dose activity change, negative = inhibition, hits mostly inhibitors. AID 540303; active means well fitted inhibition curve with a large enough effect; inconclusive means small, poorly fitted or top-dose-only effect; inactive means no such curve, though single readings can be large or run the other way; tested in mouse RAW 264.7 cells; further: potency means the concentration at half of the fitted maximal effect; nearly all actives have a fitted effect of over 55% in size
Giardia kill = Giardia lamblia killing | 340,000 compounds, 0.15% hits | activity change, % at 7.66 µM, hits read low | Giardia lamblia trophozoite viability; in the data active means activity change below about -80%; inconclusive means between about -30% and that limit;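 further: parasites exposed to compound for two days anaerobically before the ATP read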
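ATP-content bioluminescence gauges trophozoite survival. Cells (100/well) receive compound and incubate anaerobically for 48 hrs at 37 deg C; detection reagent follows for 15-30 min at room temperature.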
* hit, by the source's call; ? = inconclusive; / = no result given. Unless noted, the call rests on the fitted dose curve; in most records, active means well fitted curve in the direction sought with a large enough effect; inconclusive means small, poorly fitted or top-dose-only effect, or another doubt; inactive means no such curve, though single readings can be large; an effect the other way counts as inactive or inconclusive. Unless noted, on the % scale 0 is the no-effect control and ±100 the full control effect.

Sample of the layout:
item	SMILES	GALK inhibitor	BCR signal inh	Eya2 phos inh	USP2a block	PKM2 activator	B2AR arrestin
1	COc1ccc(NC(=S)N2CCC(C(=O)c3ccc(C)cc3)CC2)c(OC)c1	8%	0%	-1%	1%	-18%	0.2%
2	COc1cc(C2CC(=O)c3cnc(NC(=O)c4ccco4)nc3C2)cc(OC)c1OC (stereo not given)	-2%	-8%	-6%	4%	9%	0.2%
3	NS(=O)(=O)c1ccc(NC(=O)CSc2ccccn2)cc1	-1%	4%	-24%	3%	28µM*	0.4%
4	CC(=O)c1cnc(Nc2cccc(Cl)c2Cl)s1	1%	-2%	-3%	1%	-2%	-0.3%
5	O=C(O)c1cccc(S(=O)(=O)Nc2ccccc2Cc2ccccc2)c1	-1%	4%	-14%	0%	-4%	-0.4%

item	KCNH2 3.1 block	hERG WT inh	Giardia kill	Coupling enz	uPA generation
1	-1	-6	6	0	5%
2	-14	-21	-8	5	3%
3	-9	6	-1	-1	/
4	-4	9	4	-3	0%
5	1	-4	?	10	3%

Main list, from the start:
item	SMILES	GALK inhibitor	BCR signal inh	Eya2 phos inh	USP2a block	PKM2 activator	B2AR arrestin
1	COc1ccc(NC(=S)N2CCC(C(=O)c3ccc(C)cc3)CC2)c(OC)c1	8%	0%	-1%	1%	-18%	0.2%
2	COc1cc(C2CC(=O)c3cnc(NC(=O)c4ccco4)nc3C2)cc(OC)c1OC (stereo not given)	-2%	-8%	-6%	4%	9%	0.2%
3	NS(=O)(=O)c1ccc(NC(=O)CSc2ccccn2)cc1	-1%	4%	-24%	3%	28µM*	0.4%
4	CC(=O)c1cnc(Nc2cccc(Cl)c2Cl)s1	1%	-2%	-3%	1%	-2%	-0.3%
5	O=C(O)c1cccc(S(=O)(=O)Nc2ccccc2Cc2ccccc2)c1	-1%	4%	-14%	0%	-4%	-0.4%
6	NCC(c1ccccc1)(c1ccccc1)c1ccccc1	-3%	?	-17%	0%	-4%	0.5%
7	CC1CCN(S(=O)(=O)c2ccc3c(c2)c(=O)c(C(=O)NCc2ccccc2Cl)cn3C)CC1	/	?	0%	-1%	-1%	-0.4%
8	COc1ccc(/C=N/OCC(=O)N2CC3(C)CC2CC(C)(C)C3)cc1OC (stereo not given)	0%	8%	-12%	0%	-3%	-0.8%
9	NC(=O)CN1CCOCCN(CC(N)=O)CCOCC1	6%	-1%	-7%	-2%	-1%	0.3%
10	COc1cc(/C=N\NC(=O)c2c(C)nc3cc(C)ccn23)ccc1O	6%	0%	7%	1%	5%	-0.3%
11	CCC1=NN(C(=O)c2ccccc2Br)C(O)(c2ccc(Br)cc2)C1 (stereo not given)	-3%	?	-2%	3%	-2%	-0.6%
12	CCN(CC)CCNC(=O)c1ccc(NC(=O)c2ccc(Cl)c(S(=O)(=O)N3CCCCCC3)c2)cc1	-2%	0%	-7%	-6%	-15%	0.0%

item	KCNH2 3.1 block	hERG WT inh	Giardia kill	Coupling enz	uPA generation
1	-1	-6	6	0	5%
2	-14	-21	-8	5	3%
3	-9	6	-1	-1	/
4	-4	9	4	-3	0%
5	1	-4	?	10	3%
6	-14	-3	6	-2	-3%
7	/	/	/	2	/
8	-2	6	0	1	6%
9	6	-14	6	3	4%
10	11	2	-7	3	4%
11	1	-2	22	1	-10%
12	-2	24	-8	3	-7%

(continued)
item	SMILES	GALK inhibitor	BCR signal inh	Eya2 phos inh	USP2a block	PKM2 activator	B2AR arrestin
13	O=C(CSc1ccccc1)Nc1cccc(NC(=O)c2ccco2)c1	3%	?	-2%	5%	-1%	-0.9%
14	CNC(=O)c1c(NC(=O)c2ccc(S(=O)(=O)N3CC(C)OC(C)C3)cc2)sc2c1CCN(C(C)C)C2 (stereo not given)	-4%	-12%	-9%	-1%	-8%	-0.3%
15	C[C@@H]1CC[C@]2(C(=O)O)CC[C@]3(C)C(=CCC4[C@]56CC[C@@](O)(OC5)C(C)(C)C6CC[C@]43C)C2[C@H]1C (stereo not given in full)	/	?	-8%	?	/	-0.1%
16	COc1ccccc1Oc1ccc(N2CC(C(=O)OCC(=O)c3ccc(F)cc3)CC2=O)cc1 (stereo not given)	6%	-1%	-6%	-6%	1%	-0.1%
17	CCOc1ccc(C2C(=O)N(C3CCCCC3)CC(=O)N2CC2CCCO2)cc1OC (stereo not given)	1%	0%	5%	2%	-1%	-1.4%
18	Cc1cc2oc3c(c(=O)c2cc1C)C(c1ccc(C(C)C)cc1)N(CCCN1CCOCC1)C3=O (stereo not given)	/	-1%	-9%	-5%	-2%	0.2%
19	Cc1ccc(C(C)n2cc(C(=O)NCCN3CCN(C)CC3)nn2)cc1 (stereo not given)	1%	3%	-1%	1%	-3%	-0.2%
20	Cc1ccc2oc(=O)cc(CN3CCN(C/C=C/c4ccccc4)CC3)c2c1	-4%	-9%	6%	2%	2%	0.5%
21	COc1ccc2c(CC(=O)OCC(=O)c3ccc(F)cc3)coc2c1	0%	2%	3%	3%	-1%	4.9%
22	CCOC(=O)c1cnc(SCC(=O)c2ccc3c(c2)OCCO3)nc1N	-4%	18%	14%	1%	?	-0.2%
23	Cc1c(NC(=O)/C(=C/c2cccs2)NC(=O)c2ccccc2)c(=O)n(-c2ccccc2)n1C	0%	-8%	-12%	-4%	2%	-0.4%
24	CCN(CC)C(=O)[C@H]1CC(CC(=O)NCCC2=CCCCC2)C(=O)N2CCc3c([nH]c4ccc(OC)cc34)[C@]12C (stereo not given in full)	/	-12%	3%	-2%	/	-0.2%

item	KCNH2 3.1 block	hERG WT inh	Giardia kill	Coupling enz	uPA generation
13	-5	11	7	0	-3%
14	/	-14	13	/	-7%
15	-2	-11	-11	/	-18%
16	3	-3	16	0	-3%
17	-2	0	7	-1	1%
18	3	6	-1	-2	2%
19	-8	-14	8	3	0%
20	-102*	-7	4	0	0%
21	3	-1	-8	1	2%
22	-1	-2	-1	0	8%
23	-1	-1	-21	1	2%
24	-8	-3	-25	/	?

(list continues)
item	SMILES	GALK inhibitor	BCR signal inh	Eya2 phos inh	USP2a block	PKM2 activator	B2AR arrestin
25	CC(=O)C(Cc1ccccc1)NC(=O)COC(=O)c1ccc(-n2cnnn2)cc1 (stereo not given)	/	-10%	5%	1%	/	0.4%
26	Cc1nn(Cc2noc(C(=O)NCc3ccccn3)n2)c(C)c1Br	4%	0%	2%	2%	/	-0.9%
27	CC(C)CC(NC(=O)c1ccc(C#CC(C)(C)O)s1)C(=O)O (stereo not given)	11%	-3%	1%	1%	-10%	-0.4%
28	COc1ccc(C(OC(=O)c2ccco2)C(=O)NC2CCCC2)cc1OC (stereo not given)	-2%	11%	-18%	-1%	-9%	-0.2%
29	COc1ccc(NC(=S)NC(NC(C)=O)C(Cl)(Cl)Cl)c([N+](=O)[O-])c1 (stereo not given)	0%	?	-9%	1%	-3%	-0.4%
30	CC12CCC(=O)N1C(C(=O)NCCc1ccc(S(N)(=O)=O)cc1)CS2 (stereo not given)	-3%	-3%	-3%	2%	9%	-0.1%
31	COC(=O)c1c(-c2ccc(C)cc2)csc1N	-3%	4%	0%	4%	10%	-0.6%
32	CSc1ccccc1-c1nnc(-c2ccc(Cl)c(Cl)c2)o1	-1%	?	20%	-1%	-5%	-1.0%
33	CS(=O)(=O)c1ccc(C(=O)OCC(=O)NC23CC4CC(CC(C4)C2)C3)cc1[N+](=O)[O-]	-7%	7%	2%	5%	3%	3.1%
34	COC(=O)c1cc(NC(=O)c2cc3ccccc3o2)cc(C(=O)OC)c1	0%	?	-1%	1%	4%	-0.1%
35	O=C(COC(=O)c1ccco1)NCCNC(=O)COC(=O)c1ccco1	3%	2%	8%	-1%	-2%	-0.4%
36	COc1ccc(N2C(=NC(=O)C3CCCCC3)SC3CS(=O)(=O)CC32)cc1Cl (stereo not given)	/	11%	-11%	-3%	2%	-1.0%
37	O=C(N/N=C/c1ccc(Cl)cc1Cl)c1cccc(F)c1	-2%	-24%	-20%	-2%	-1%	0.3%

item	KCNH2 3.1 block	hERG WT inh	Giardia kill	Coupling enz	uPA generation
25	0	5	9	/	1%
26	8	1	?	/	2%
27	-4	0	1	0	5%
28	17	1	-2	0	3%
29	-24	-14	20	5	-3%
30	0	-2	-17	/	2%
31	3	2	7	-13	8%
32	-3	-5	-5	1	8%
33	22	1	17	3	-8%
34	-22	10	16	-1	23%
35	19	-7	14	/	7%
36	-20	6	24	-2	-8%
37	-6	-2	-10	1	/

Assay outcomes: PubChem BioAssay, National Center for Advancing Translational Sciences (NCATS)
